Screening data: PubChem BioAssay, several laboratories
MCL1 BIM primary: disrupts human MCL1 binding to BIM-BH3 peptide; Q07820; GST-MCL1 / FITC-Bim-BH3 fluorescence polarization; inhibition, % at 10.9 µM; 320,000 compounds, 0.68% hits; AID 2057;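 active = inhibition above the mean inhibition of all tested compounds plus 3 SD, set per campaign, cut at about 40% in these data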;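 note: 0% = DMSO wells and 100% = unlabeled Bim-BH3 peptide control; higher means more loss of mP so more displacement of Bim peptide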
GRK2 aptamer HTS: inhibitors of human GRK2 displacing RNA aptamer | inhibition of aptamer binding, % at 10 µM | bead flow cytometry, FAM-aptamer displacement from GRK2 | AID 488847 | 330,000 compounds, 0.59% hits | P25098;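 active = inhibition of aptamer binding above 40%, roughly 3 SD of noise, on plates passing a quality check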;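 note: median bead fluorescence of bound FAM aptamer so fluorescent compounds give negative values; no value below 0 was filed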
MEX-5 binding: C. elegans MEX-5 TCR-2 RNA binding activity. Q9XUB2. MEX-5/FITC-TCR2 RNA binding, fluorescence polarization; active compounds read low. activity score (negative = inhibition of binding), % at 10 µM. 300,000 compounds, 0.38% hits. AID 1832;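 active = inhibition past about -25% in most replicates, and total fluorescence under double the plate's negative control median, limit read from the data; inconclusive = replicates evenly split on the limit, or fluorescence at least double controls; inactive = too little inhibition in most replicates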;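 note: 0% = DMSO and -100% = 5 µM competing unlabeled TCR2 RNA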
Target sequence (Q9XUB2 whole entry, looked up): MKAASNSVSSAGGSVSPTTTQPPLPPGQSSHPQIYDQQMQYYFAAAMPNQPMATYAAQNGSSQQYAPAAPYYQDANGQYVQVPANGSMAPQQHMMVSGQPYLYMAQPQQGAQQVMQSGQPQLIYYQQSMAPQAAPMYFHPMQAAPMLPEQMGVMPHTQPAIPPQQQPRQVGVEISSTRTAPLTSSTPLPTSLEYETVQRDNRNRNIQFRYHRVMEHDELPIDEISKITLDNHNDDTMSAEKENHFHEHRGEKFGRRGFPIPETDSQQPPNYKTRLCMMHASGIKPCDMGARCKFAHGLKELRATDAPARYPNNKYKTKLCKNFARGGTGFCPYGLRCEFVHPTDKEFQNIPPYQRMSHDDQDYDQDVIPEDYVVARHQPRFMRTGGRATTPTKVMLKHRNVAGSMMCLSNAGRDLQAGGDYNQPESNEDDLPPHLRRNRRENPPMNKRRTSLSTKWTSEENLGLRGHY
AGP1 TOR yeast: yeast TOR pathway AGP1-GFP modulation; 320,000 compounds, 0.02% hits; S. cerevisiae AGP1-GFP multiplex flow cytometry, 3 h; GFP as percent of DMSO wells; GFP response vs DMSO, % at 10 µM; AID 2066;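 active = GFP response relative to DMSO above a set limit, near screen average plus 3 SD, cut at about 150% in these data; inconclusive = fewer than 70 cells counted for the yeast strain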;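 note: median GFP channel fluorescence of the gated AGP1 strain per well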
GLD-1 TGE inh: GLD-1-TGE RNA interaction inhibition (C. elegans) | Q17339 | purified GLD-1 + fluorescein TGE RNA, fluorescence polarization | inhibition, % at 5.96 µM | 320,000 compounds, 0.44% hits | AID 2280;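 active = percent inhibition above a per-plate cutoff, the plate mean of test compounds plus 3 SD, cut at about 30% in these data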;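 note: 0% = DMSO wells with GLD-1 and probe and 100% = wells lacking GLD-1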
Target sequence (Q17339 whole entry, looked up): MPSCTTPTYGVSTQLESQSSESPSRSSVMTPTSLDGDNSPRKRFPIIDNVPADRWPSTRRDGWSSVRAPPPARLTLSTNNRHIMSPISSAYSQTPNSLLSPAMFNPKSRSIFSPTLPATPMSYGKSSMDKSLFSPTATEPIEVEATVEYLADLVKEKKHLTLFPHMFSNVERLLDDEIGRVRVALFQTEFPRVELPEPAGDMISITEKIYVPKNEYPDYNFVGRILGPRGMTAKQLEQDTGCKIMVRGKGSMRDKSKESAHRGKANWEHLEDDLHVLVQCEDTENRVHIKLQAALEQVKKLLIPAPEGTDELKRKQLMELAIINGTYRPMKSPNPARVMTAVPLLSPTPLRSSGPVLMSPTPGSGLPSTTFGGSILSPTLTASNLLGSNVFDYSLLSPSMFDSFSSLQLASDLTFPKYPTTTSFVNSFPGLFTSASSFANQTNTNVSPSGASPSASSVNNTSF
CR mimetic SO: caloric restriction mimetics inhibiting age-related superoxide in yeast | S. cerevisiae aged cells, superoxide DHE fluorescence; active compounds read low | superoxide response (% of plate mean), % at 10 µM | 330,000 compounds, 0.18% hits | AID 2690;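 active = superoxide response under a set limit, about three screen SD below normal, cut at about 65% in these data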;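 note: yeast aged for seven days with compound at 30 °C before DHE staining; 100% = average MFI of all compound-treated wells on the plate with controls excluded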
VLA-4 inh: inhibition in a human VLA-4 binding assay | P13612 | VLA-4 expressing cells, ligand binding flow cytometry | inhibition, % (about 7 µM as worked out from the volumes in the protocol) | 330,000 compounds, 0.2% hits; in the data active = inhibition above about 50%
Bcl-xL primary: Bcl-xL (human) inhibition | Q07817 | GST-Bcl-xL / FITC-Bim BH3 peptide fluorescence polarization | inhibition, % at 10.9 µM | 320,000 compounds, 0.7% hits | AID 2129;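 active = inhibition above the mean of all tested compounds plus 3 SD, cutoff set per campaign, cut at about 30% in these data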;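 note: 0% = DMSO wells and 100% = unlabeled Bim-BH3 peptide competitor; inhibitors lower millipolarization by displacing the labeled peptide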
CIT2 TOR yeast: yeast TOR pathway CIT2-GFP modulation; S. cerevisiae CIT2-GFP strain, flow cytometry, 3 h; 100 means same as DMSO wells; GFP response vs DMSO, % at 10 µM; 320,000 compounds, 0.065% hits; AID 2029;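 active = GFP response relative to DMSO above a set limit, near the screen mean plus 3 SD, cut at about 150% in these data; inconclusive = Fewer than 70 cells measured for a yeast strain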;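 note: ratio of well median GFP fluorescence to mean of DMSO wells on the plate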
The depositor's hits bear a star; ? = inconclusive; nt = not tested or not shown; [ ] = dose if it differs, or a comment.

SMILES	MCL1 BIM primary	GRK2 aptamer HTS	MEX-5 binding	AGP1 TOR yeast	GLD-1 TGE inh	CR mimetic SO	VLA-4 inh	Bcl-xL primary	CIT2 TOR yeast
CCC(=O)N1N=C(c2ccc(C)o2)CC1c1ccc(N(C)C)cc1 (centres undefined)	0	0	0.0	109	2	96	18	0	107
C[C@@H](O)CC#Cc1ccc2oc(=O)c(-n3cc(-c4ccsc4)nn3)cc2c1	6	3	nt	94	-15	106	-7	4	86
COC(=O)C1=C(C)OC(N)=C(C#N)C1c1c(C)nn(C)c1C (centres undefined)	2	0	-0.7	103	7	105	0	7	108
C=CCN=Cc1sc2ccc(OCC)cc2c1O	8	0	0.4	93	2	92	2	4	98
Cc1ccc(NC(=O)CSc2nnc(NC(=O)c3ccco3)s2)cc1	2	1	-5.4	107	-2	111	28	6	107
Cc1cc(NC(=O)CN2C(=O)[C@@H]3[C@H](C2=O)[C@@H]2C[C@H]3C(Br)C2Br)no1 (some centres undefined)	2	0	0.1	120	3	94	-3	7	122
CCC(C)C(=O)Nc1ccc(OC)cc1OC (centres undefined)	-3	3	-1.0	99	0	93	3	4	95
COC(=O)c1c(-c2ccc(Br)cc2)noc1N	-1	0	-0.2	101	-2	107	10	2	100
CC(C)COc1cccc(C(=O)NC(=S)NCc2cccnc2)c1	9	0	-0.1	100	1	103	-16	4	92
COc1ccc(CCC(C)Nc2cccc(C)c2)cc1 (centres undefined)	4	0	-1.6	104	3	94	0	1	98
COc1ccc(S(=O)(=O)N2CCOCC2)cc1NS(=O)(=O)c1ccc(F)c(F)c1	nt	0	nt	56	1	80	9	nt	80
C[C@H]1CN([C@@H](C)CO)C(=O)c2cccc(NC(=O)Nc3ccc(C(F)(F)F)cc3)c2O[C@@H]1CN(C)S(=O)(=O)c1ccc(Cl)cc1	nt	0	nt	nt	6	102	0	nt	nt
CCN1CCN(c2oc(-c3ccc([N+](=O)[O-])cc3)nc2C#N)CC1	-1	4	3.0	100	5	108	4	0	92
CC(C)OC(=O)C(NC(=O)c1ccccc1)=C1CCCCC1	11	2	1.2	94	5	97	16	6	95
CCOC(=O)C1CCCN(C(=O)c2cc3ncc(Br)cn3n2)C1 (centres undefined)	2	19	-1.1	92	-3	137	-9	1	81
CCCC1(C(=O)OCC)NC(c2ccc(N(C)C)cc2)C2C(=O)N(c3ccc(F)cc3)C(=O)C21 (centres undefined)	4	0	-0.8	105	0	99	41	4	98
CC(c1ccc(F)cc1)n1cc(C(=O)NCCN(C)C)nn1 (centres undefined)	1	0	0.9	95	-2	97	5	3	100
CN(C)NC(=O)c1csnc1-c1c(Cl)cccc1Cl	2	6	-0.3	106	3	109	5	3	96
CC1(C)CC(=O)C2=C(C1)Nc1ccccc1NC2c1ccccn1 (centres undefined)	7	0	0.6	nt	3	96	-4	4	102
CC(=O)Nc1ccc(S(=O)(=O)Nc2nnc(CC(C)(C)C)s2)cc1	0	3	-0.1	103	-4	100	2	5	102
[O-][N+]1=C2CCC/C(=N\O)C2=NC12CCCCC2	0	2	-1.8	100	10	103	3	3	98
CC(=O)Nc1ccc(SCCN2CC[C@@H](C)CCC2=O)cc1	8	0	nt	91	8	87	-2	3	101
CCc1cc(C(=O)N/N=C/c2ccc(O)cc2O)c2ccccc2n1	9	2	-0.9	100	2	118	5	1	100
CCOC(=O)c1c(C)[nH]c(C(=O)N/N=C/c2ccc(Br)cc2)c1C	10	0	2.1	nt	-6	92	-22	3	nt
O=C(Cc1cccs1)Nc1cccc(-c2ccc3nncn3n2)c1	3	3	-1.7	108	2	102	19	4	101
COc1ccc(-n2c(C(C)n3nc(C)c([N+](=O)[O-])c3C)n[nH]c2=S)cc1 (centres undefined)	-4	1	-1.2	91	1	140	-19	-12	76
O=S(=O)(NCC1CCCO1)c1ccc(S(=O)(=O)N(Cc2ccc(F)cc2)C2CCCCC2)cc1 (centres undefined)	-1	0	-1.5	112	5	102	8	-1	99
Cc1nc(N2CCCCC2)sc1C(=O)c1ccc(SCCO)c([N+](=O)[O-])c1	4	1	2.1	91	5	87	-2	4	100
CC(C)CCOc1cccc(OCC(=O)Nc2ccncc2)c1	-6	0	1.2	126	-12	105	-2	-2	100
CCOC(=O)c1cnn(-c2ccccc2)c1-n1cccc1C(=O)C(=O)Nc1ccccc1	2	0	-2.9	87	7	113	-8	0	90
C=CCn1c(SCC(=O)NC2CC2)nc2sc(CC)cc2c1=O	-5	0	3.4	88	5	110	15	8	93
O=C(NCCc1nnc2ccc(N3CCCCCC3)nn12)c1ccccc1F	0	0	3.6	105	1	111	-5	3	102
O=C(N/C(=C\c1ccc(Br)cc1)C(=O)N1CCCC1)c1ccccc1F	0	1	0.6	?	-1	86	5	5	94[may fluoresce red]
COc1ccc(CC(=O)NCCc2ccc(OC)c(OC)c2)cc1	4	2	0.0	91	1	85	-6	6	99
NC(=O)c1cccc2c3c([nH]c12)CCCC3	15	7	-5.0	113	22	118	-2	13	107
CN(Cc1ccno1)C(=O)CC1C(=O)NCCN1CC(c1ccccc1)c1ccccc1 (centres undefined)	7	0	3.4	93	3	93	13	6	90
Cc1cccc(NC(=O)CN(c2ccc(C(C)C)cc2)S(=O)(=O)c2c(C)nn(C)c2C)n1	0	0	5.4	99	8	105	3	6	105
COc1ccc(Cl)cc1NC(=O)CSc1nnc(C)c(=O)n1N	3	0	-1.2	107	2	95	9	5	104
Cc1ccc(NC2CCCN(C(=O)c3cccc(-c4ncc[nH]4)c3)C2)cc1C (centres undefined)	-1	2	-0.4	96	2	85	-2	2	101
CN(C)c1ccc(/C=N\Nc2ccccn2)cc1	-3	0	-0.6	103	5	98	17	-3	104

Laid out differently: results already given.
canonical_smiles | MCL1 BIM primary | GRK2 aptamer HTS | MEX-5 binding | AGP1 TOR yeast | GLD-1 TGE inh | CR mimetic SO | VLA-4 inh | Bcl-xL primary | CIT2 TOR yeast
CC(C)CCOc1cccc(OCC(=O)Nc2ccncc2)c1 | -6 | 0 | 1.2 | 126 | -12 | 105 | -2 | -2 | 100
CCOC(=O)c1cnn(-c2ccccc2)c1-n1cccc1C(=O)C(=O)Nc1ccccc1 | 2 | 0 | -2.9 | 87 | 7 | 113 | -8 | 0 | 90
C=CCn1c(SCC(=O)NC2CC2)nc2sc(CC)cc2c1=O | -5 | 0 | 3.4 | 88 | 5 | 110 | 15 | 8 | 93
O=C(NCCc1nnc2ccc(N3CCCCCC3)nn12)c1ccccc1F | 0 | 0 | 3.6 | 105 | 1 | 111 | -5 | 3 | 102
O=C(N/C(=C\c1ccc(Br)cc1)C(=O)N1CCCC1)c1ccccc1F | 0 | 1 | 0.6 | ? | -1 | 86 | 5 | 5 | 94[may fluoresce red]

Continuation.
SMILES	MCL1 BIM primary	GRK2 aptamer HTS	MEX-5 binding	AGP1 TOR yeast	GLD-1 TGE inh	CR mimetic SO	VLA-4 inh	Bcl-xL primary	CIT2 TOR yeast
O=C(c1cc2cc(F)ccc2[nH]1)N1CCC(Cc2ccccc2)CC1	11	0	-0.6	91	-2	105	-6	6	94
COc1ccc(C(CCNC(C)c2ccccc2)c2ccc(F)cc2)cc1 (centres undefined)	11	5	-2.3	92	-1	119	13	3	103
CCCN(CC(=O)NC(=O)NC1CCCCC1)CC(=O)Nc1cc(Cl)ccc1Cl	-11	0	nt	94	3	99	13	-8	92
Cc1ccc(C(=O)NCC(=O)NC2CCC(C)CC2)s1 (centres undefined)	2	2	nt	108	9	76	45	-1	100
O=c1nc(SCc2c(F)cccc2Cl)nc(-c2ccc(Cl)cc2)[nH]1	-7	1	0.3	106	-6	101	12	-1	99
COCCn1c(SCC(=O)c2cc(C)n(C)c2C)nc2ccccc2c1=O	2	4	-1.0	106	6	94	12	5	104
COc1ccc(/C=C2\SC(=S)N(CCC(=O)N3CCOCC3)C2=O)cc1	2	0	2.3	95	2	101	-3	2	97
COc1ccc(CNC(=O)COC(=O)c2ccc(C(=O)c3ccccc3)cc2)cc1	nt	5	nt	96	-6	99	7	nt	100
Cc1ccc(S(=O)(=O)NC(=O)c2ccccc2)cc1C(C)C	-1	0	2.4	96	-4	92	9	2	83
Cc1ccc(C(=O)NCCSc2ccccc2)cc1S(=O)(=O)Nc1ccccc1	11	3	-0.2	92	3	111	6	0	99
COc1ccc(CN(Cc2ccc(C(=O)O)cc2)C(=S)Nc2ccccc2F)cc1OC	5	2	-0.8	94	-2	94	5	2	98
CCOC(=O)c1c(C)[nH]c(C)c1C(=O)COC(=O)[C@@H](NC(=O)c1ccco1)C(C)C	nt	0	nt	104	-2	91	0	nt	107
CC(=O)N1CCc2cc(NS(=O)(=O)c3cccs3)ccc21	4	0	0.7	105	-1	100	16	4	102
CCN1C(=O)NC(c2ccccc2)(c2ccccc2)C1=O	-1	2	-2.3	103	8	94	12	5	95
COC(=O)c1ccc(-c2noc(CN(C)Cc3ccncc3C)n2)cc1	-1	0	-2.9	86	-2	93	6	2	90
O=C(COc1cccnc1[N+](=O)[O-])N1CCN(S(=O)(=O)c2ccc3ccccc3c2)CC1	8	0	3.1	108	6	96	8	3	106
COc1cc(OC)c2c(c1O)OC(c1ccccc1)CC2=O (centres undefined)	32	1	8.3	97	12	114	-6	10	93
O=C(COC(=O)c1cnccn1)c1ccc(-c2ccccc2)cc1	8	0	0.3	98	0	90	11	9	95
O=C(Nc1cccs1)Nc1ccc(Br)cc1F	15	0	2.1	91	6	103	4	7	97
Nc1[nH][nH]c(=O)c1N=Nc1cccc(Cl)c1	-1	1	-0.2	98	5	108	15	-5	104

Laid out differently: results already given.
compound: COc1ccc(/C=C2\SC(=S)N(CCC(=O)N3CCOCC3)C2=O)cc1
  MCL1 BIM primary: 2 | GRK2 aptamer HTS: 0 | MEX-5 binding: 2.3 | AGP1 TOR yeast: 95 | GLD-1 TGE inh: 2 | CR mimetic SO: 101 | VLA-4 inh: -3 | Bcl-xL primary: 2 | CIT2 TOR yeast: 97

compound: COc1ccc(CNC(=O)COC(=O)c2ccc(C(=O)c3ccccc3)cc2)cc1
  MCL1 BIM primary: nt | GRK2 aptamer HTS: 5 | MEX-5 binding: nt | AGP1 TOR yeast: 96 | GLD-1 TGE inh: -6 | CR mimetic SO: 99 | VLA-4 inh: 7 | Bcl-xL primary: nt | CIT2 TOR yeast: 100

Continued:
SMILES	MCL1 BIM primary	GRK2 aptamer HTS	MEX-5 binding	AGP1 TOR yeast	GLD-1 TGE inh	CR mimetic SO	VLA-4 inh	Bcl-xL primary	CIT2 TOR yeast
O=C(CSc1nc2ccccc2s1)Nc1ccc2c(c1)OCO2	7	2	-1.1	91	-2	83	1	2	94
Cc1ccc(S(=O)(=O)N2CCN(C(=O)c3ccc(S(=O)(=O)N4CCCC4)cc3)CC2)cc1	-5	0	2.8	104	1	98	11	-2	110
CCOC(=O)C1CCN(Cc2cccc(Oc3ccccc3)c2)CC1	9	0	-1.6	94	7	94	0	6	99
CCCc1nc2oc3ccccc3c(=O)c2c(=O)n1CCCOC	4	3	1.5	95	-3	113	8	-2	79
